Compound activity (PubChem)
TRPC6 inhibitor: inhibitors of mouse TRPC6 channel; Q61143; HEK293-TRPC6, membrane potential dye, ACh-evoked depolarization; stronger effect = lower value; B-score at 10 µM; 1.1% of 310,000 active; AID 2553;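 active means B-score under library mean minus 3 SD, initial fluorescence not abnormally high, positive integrated signal ratio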;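 further: B-score derived from integrated fluorescence ratio over the kinetic read; more negative B-score means stronger inhibition of depolarization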
TRPC6 act: mouse TRPC6 channel activation; 0.13% of 310,000 active; Q61143; B-score at 10 µM; HEK293-TRPC6 membrane potential dye fluorescence; stronger effect = higher value;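 active means B-score of the integrated fluorescence ratio above library mean plus 3 SD, and starting fluorescence ratio within library mean plus 5 SD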;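 further: higher score means more depolarization so channel activation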
HDAC3 inhib: blocks human histone deacetylase 3 | O15379 | inhibition, % at 8.3 µM | 0.15% of 320,000 active | recombinant HDAC3, fluorogenic peptide/trypsin coupled, fluorescence; in the data active means inhibition above about 26%, passing the limit was not always enough; inconclusive means no clear call, values can overlap the other calls
Target sequence (O15379 whole entry, looked up): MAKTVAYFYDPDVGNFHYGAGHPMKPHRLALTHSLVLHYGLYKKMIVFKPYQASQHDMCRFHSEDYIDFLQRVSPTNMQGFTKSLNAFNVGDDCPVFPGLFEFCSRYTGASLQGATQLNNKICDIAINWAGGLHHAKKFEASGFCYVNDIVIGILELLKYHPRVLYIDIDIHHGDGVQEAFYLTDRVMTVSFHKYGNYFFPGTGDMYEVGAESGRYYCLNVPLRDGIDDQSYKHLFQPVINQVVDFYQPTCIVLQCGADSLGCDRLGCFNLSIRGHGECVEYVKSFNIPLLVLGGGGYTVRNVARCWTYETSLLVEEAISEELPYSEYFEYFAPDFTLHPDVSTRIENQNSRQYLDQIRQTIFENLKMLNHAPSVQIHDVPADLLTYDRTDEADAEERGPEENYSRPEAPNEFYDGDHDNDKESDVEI
RGS4 pot: RGS4 potentiation or activation | HEK293 M3R/inducible RGS4, carbachol calcium flux Fluo4; stronger effect = lower value | B-score at 10 µM | 0.92% of 310,000 active;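 active means B-score of the integrated calcium signal more than 4 SD below the library mean, with starting fluorescence not abnormally high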;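 further: negative B-score means reduced calcium response which marks RGS4 activation or potentiation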
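Material: M3R-expressing HEK293 line, RGS4 induced by doxycycline | Schedule: Overnight RGS4 induction, 30 min dye load 37 °C, 20 min compound RT | Measured by: Fluo4 fluorescence kinetic imaging of calcium | Read-out: Integrated calcium ratio converted to B score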
MrgX1 allo act: allosterically activates human MrgX1 receptor signaling; MrgX1-HEK293, Fluo-4 calcium flux, FDSS; stronger effect = higher value; B-score at 10 µM; 0.63% of 310,000 active; AID 588675;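 active means plate-corrected calcium response at least 3 library SD above typical, normal starting fluorescence, not activating the receptor alone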;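 further: compound read alongside a low EC10 to EC30 dose of BAM8-22 agonist; peak minus trough fluorescence over baseline measured at the second addition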
Target sequence (Q96LB2 whole entry, looked up): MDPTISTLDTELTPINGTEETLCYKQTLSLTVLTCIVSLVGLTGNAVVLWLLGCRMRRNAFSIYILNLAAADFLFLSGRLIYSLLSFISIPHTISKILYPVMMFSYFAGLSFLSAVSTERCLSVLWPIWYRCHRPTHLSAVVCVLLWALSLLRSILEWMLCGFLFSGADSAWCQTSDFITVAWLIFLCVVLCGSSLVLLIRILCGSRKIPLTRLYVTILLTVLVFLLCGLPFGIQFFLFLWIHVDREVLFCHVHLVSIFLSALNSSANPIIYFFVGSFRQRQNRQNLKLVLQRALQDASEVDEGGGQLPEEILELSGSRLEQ
RGS4 block: inhibitors of human RGS4. P49798. HEK293 M3R/RGS4 inducible, Fluo-4 calcium flux; stronger effect = higher value; triggered by carbachol at its EC20. B-score at 10 µM. 0.45% of 310,000 active;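 active means B-score, a plate-corrected calcium signal, over three deviations above library mean, with baseline fluorescence within five deviations of library mean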;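 further: RGS4 expression induced by doxycycline in cells with stable M3 receptor; B-score is computed from the integrated fluorescence ratio over baseline after carbachol; higher B-score means a larger calcium signal and so more RGS4 inhibition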
Target sequence (P49798 whole entry, looked up): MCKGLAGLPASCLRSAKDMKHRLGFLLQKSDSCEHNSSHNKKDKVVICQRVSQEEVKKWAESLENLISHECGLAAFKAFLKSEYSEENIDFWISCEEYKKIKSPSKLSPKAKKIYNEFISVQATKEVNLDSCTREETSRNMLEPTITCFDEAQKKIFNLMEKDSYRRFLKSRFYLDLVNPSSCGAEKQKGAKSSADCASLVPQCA
MrgX1 agonist: activates human MrgX1 receptor signaling. 0.44% of 310,000 active. AID 588627. B-score at 10 µM. Q96LB2. MrgX1-HEK293 cells, Fluo-4 calcium fluorescence, agonist mode; stronger effect = higher value;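 active means calcium response B-score plate-corrected fluorescence ratio at least 3 library SD, with starting fluorescence B-score inside 5 SD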
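Material: HEK293 cells stably expressing human MrgX1 receptor | Quantity: 15,000 cells per well | Times: Cells plated overnight, dye loaded 0.5 h 37 °C, 0.5 h room temperature | Measured by: Kinetic Fluo-4 NW fluorescence of intracellular calcium | Control set: Positive and negative controls per plate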
ANO1 activ: mouse TMEM16A channel activation, primary screen | Q8BHY3 | HEK293 TMEM16A/YFP-H148Q/I152L, iodide quench fluorescence; stronger effect = lower value | B-score at 10 µM | 0.3% of 340,000 active;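 active means fluorescence-ratio B-score plate-corrected deviation score at least 3 library SD below zero, with starting fluorescence score within 5 deviations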;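 further: channel opened by trigger with iodide after compound preincubation; score built on the fluorescence ratio of max minus min over baseline; more negative score means more quench and so TMEM16A activation or potentiation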
MrgX1 antag: human MrgX1 receptor antagonism, primary screen; Q96LB2; MRGX1-HEK293 calcium flux, Fluo-4, BAM8-22 antagonism; stronger effect = lower value; B-score at 10 µM; 1.3% of 310,000 active; AID 588676;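 active means calcium-response B-score plate-corrected more than 3 library SD below zero, starting fluorescence within 5 deviations, no agonist response on first addition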;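 further: peak minus trough fluorescence over baseline after final BAM8-22 challenge near maximal dose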
TMEM16A inh: blocks the mouse calcium-activated chloride channel TMEM16A | HEK293 TMEM16A/YFP iodide influx fluorescence, ionomycin | Q8BHY3 | AID 588511 | 1.2% of 310,000 active | normalized B-score (activity score, 25-100; higher = stronger inhibition) at 10 µM;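 active means ratio plate-corrected score three or more library SD toward inhibition, starting fluorescence score within five deviations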;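 further: score derived from kinetic fluorescence span divided by baseline fluorescence per well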
SKKanGAS inh: inhibitors of SKKanGAS S. pyogenes growth in kanamycin (SK-promoter or general growth effect). BacTiter-Glo, 6 h. inhibition, % at 7.5 µM. 1.3% of 300,000 active. AID 1662;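 active means mean replicate score, as percent of positive control median, at least 50; inconclusive means mean below 50 but one replicate at or above 50; inactive means mean and every replicate below 50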;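 further: strain carries kanamycin resistance gene driven by streptokinase promoter and grows in 40 µg/ml kanamycin; loss of luminescence reflects streptokinase promoter inhibition or plain growth inhibition; 0% = median of DMSO wells and 100% = positive control at its reference dose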
* = called active by the depositor; i = inactive; ? = inconclusive; . = not tested or not shown.

compound,TRPC6 inhibitor,TRPC6 act,HDAC3 inhib,RGS4 pot,MrgX1 allo act,RGS4 block,MrgX1 agonist,ANO1 activ,MrgX1 antag,TMEM16A inh,SKKanGAS inh
COC(=O)c1ccc(/C=N/NC(=O)CC(=O)NCc2cccnc2)cc1,i,i,4,i,i,i,i,i,i,i,-17
O=C(c1cccnc1)N1N=C2CCCCCC2C1(O)C(F)(F)F (stereo unspecified),i,i,-8,i,i,i,i,i,i,i,-5
O=C1/C(=C/c2cccs2)SC(=S)N1NS(=O)(=O)c1ccccc1,i,i,2,i,i,i,i,i,i,i,12
CC(C)C(=O)Nc1cccc(C(=O)Nc2ccc3c(c2)OCO3)c1,i,i,-4,i,i,i,i,i,i,i,4
CCN(CC)S(=O)(=O)c1ccc(N2CCOCC2)c(NC(=S)NC(=O)c2ccco2)c1,i,i,6,i,i,i,i,i,i,i,1
O=C1CC(c2ccccc2)SC(N(c2ccccc2)c2ccccc2)=N1 (stereo unspecified),i,i,0,i,i,i,i,i,i,i,5
Cc1ccc(S(=O)(=O)N2CCN(C(=O)Cn3nc(C)c([N+](=O)[O-])c3C)CC2)c(C)c1,i,i,0,i,i,i,i,i,i,i,-8
O=C(COC(=O)c1ccc(-c2ccccc2)cc1)Nc1ccccc1-c1ccccc1,i,i,-1,i,i,i,i,i,i,i,-1
NS(=O)(=O)c1ccc(F)c(C(=O)O)c1,i,i,-7,i,i,i,i,i,i,i,-5
COc1ccc([N+](=O)[O-])cc1NC(=O)C(C)Sc1ccc(C)cc1 (stereo unspecified),i,i,0,i,i,i,i,i,i,i,1
COc1ccc(NC(=S)Nc2ccc3nc(C)c(C)nc3c2)cc1,i,i,-1,i,i,i,i,i,i,i,2
Cc1ccc(S(=O)(=O)N2CCC(C(=O)N3CCC(C(=O)NCC4CCCO4)CC3)CC2)cc1 (stereo unspecified),i,i,-3,i,i,i,i,i,i,i,5
CN(C)CCOCCOc1ccc(Cl)c2ccccc12,i,i,-1,i,i,i,i,i,i,i,1
COc1cc2c(cc1OC)CN(Cc1cc(=O)n3c(-c4ccccc4)csc3n1)CC2,i,i,-9,i,i,i,i,i,i,i,8
C[N+]1(C)CC2([N+](=O)[O-])CC=C(Oc3ccccc3)C([N+](=O)[O-])(C2)C1 (stereo unspecified),i,i,1,i,i,i,i,i,i,i,-20
O=C(COc1ccccc1)NC1CCSC1=O (stereo unspecified),i,i,-7,i,i,i,i,i,i,i,1
COc1ccc2c3c([nH]c2c1)C(C)N(CCC(=O)NN)CC3 (stereo unspecified),i,i,14,i,i,i,i,i,i,i,-1
O=C(O)COc1ccc(S(=O)(=O)NCCc2ccccc2)cc1,i,i,4,i,i,i,i,i,i,i,-1
CC(=O)N1CCOc2ccc(S(=O)(=O)NCCc3ccc(Cl)cc3)cc21,i,i,-3,i,i,i,i,i,i,i,-15
CC(=O)c1ccc(NC(=O)C(C)OC(=O)C(C)Oc2cccc(C)c2)cc1 (stereo unspecified),i,i,6,i,i,i,i,i,i,i,2
c1ccc2sc(N3CCOCC3)nc2c1,i,i,-5,i,i,i,i,i,i,i,2
Cc1c(NC(=O)C(=O)/C=C(\O)c2ccc(Br)cc2)c(=O)n(-c2ccccc2)n1C,i,i,6,i,i,i,i,i,i,i,11
Cc1cc(C)c2oc(=O)cc(CN3CCN(Cc4ccccc4)CC3)c2c1,i,i,-1,i,i,i,i,i,i,i,0
CCC(CC)C(=O)NCCc1ccc(OC)c(OC)c1,i,i,3,i,i,i,i,i,i,i,-2
O=[N+]([O-])c1ccc(Cl)cc1NCc1cccnc1,i,i,1,i,i,i,i,i,i,i,-7

(listing goes on)
compound,TRPC6 inhibitor,TRPC6 act,HDAC3 inhib,RGS4 pot,MrgX1 allo act,RGS4 block,MrgX1 agonist,ANO1 activ,MrgX1 antag,TMEM16A inh,SKKanGAS inh
COc1ccc(NC(=O)CCCCCN2C(=O)[C@@H]3Cc4ccccc4CN3C2=O)cc1Cl,-7.4*,i,2,i,i,i,i,i,i,i,-10
c1ccc(NC2=Nc3cccc4cccc2c34)cc1,i,i,6,i,i,i,i,i,i,i,20
CCOc1ccc(N/C=C\C(=O)c2ccc3c(c2)OCO3)cc1,i,i,-3,i,i,i,i,i,i,i,1
N#Cc1cc([N+](=O)[O-])ccc1N1CCN(c2ccccc2O)CC1,i,i,?,i,i,i,i,i,i,i,14
Cc1cccc(Oc2cc([N+](=O)[O-])cc3c2C(=O)Nc2ccccc2O3)c1,i,i,-2,i,i,i,i,i,i,i,24
CCCOc1ccc(C(=O)Nc2cccnc2)cc1,i,i,-1,i,i,i,i,i,i,i,6
CCCn1cc(S(=O)(=O)c2ccc(C)cc2)c(=O)c2cc(OC)ccc21,i,i,2,i,i,i,i,i,i,i,3
Cc1c(NC(=O)/C(=C/c2cccs2)c2cccs2)c(=O)n(-c2ccccc2)n1C,i,i,1,i,i,i,i,i,i,i,6
NC(=O)C1CCC(NC(=O)OCc2ccccc2)CC1 (stereo unspecified),i,i,0,i,i,i,i,i,i,i,4
COC(=O)C(O)(CC(=O)Nc1ccc(OC)cc1)C(F)(F)F (stereo unspecified),i,i,0,i,i,i,i,i,i,i,-1
COc1ccc(NC(=O)CCS(=O)(=O)c2ccccc2Cl)cc1S(=O)(=O)Nc1ccc(Cl)cc1,i,i,.,i,i,i,i,i,i,i,0
O=C(Cc1ccccc1)N/N=C/c1cc(Br)cc(Br)c1O,i,i,-1,i,i,i,i,i,i,i,112*
CCN(CC)c1ccc2cc(C(=O)NCc3ccc(F)cc3)c(=N)oc2c1,i,i,-9,i,i,i,37*,i,i,i,10
O=C(CCCOc1ccc(Cl)cc1)N1CCCCC1,i,i,-4,i,i,i,i,i,i,i,-5
CN(C)CC(=O)Nc1ccc(Oc2ccc(Cl)cc2)cc1,i,i,-3,i,i,i,i,i,i,i,16
COc1ccccc1NC(=O)CNC(=O)c1ccccc1,i,i,4,i,i,i,i,i,i,i,-1
CC(=O)C(C)Oc1cc(C)cc2oc(=O)c(C)c(C)c12 (stereo unspecified),i,i,-12,i,i,i,i,i,i,i,-4
Cc1nc(NC(=O)CSc2nnc3ccccn23)c(Cl)cc1Cl,i,i,-5,i,i,i,i,i,i,i,-3
COc1ccc(N(CC(=O)NC2CCCC2)C(=O)Cn2nnc(-c3ccc(OC)c(OC)c3)n2)cc1,i,i,-1,i,i,i,i,i,i,i,0
COc1ccc(OC)c(C2CC(=O)N3CN(c4ccccc4)CSC3=C2C#N)c1 (stereo unspecified),i,i,54*,i,i,i,i,i,i,i,3
Cc1cccc([C@@H]2[C@@H]3C(=O)N(Cc4ccccc4)C(=O)[C@@H]3[C@]3(Cc4ccc(Cl)cc4)C(=O)N(c4cccc(Br)c4)C(=O)N23)c1,i,i,2,i,i,i,i,i,i,i,5
COc1ccc(OC(C)C(=O)N2CCOCC2)cc1 (stereo unspecified),i,i,-2,i,i,i,i,i,i,i,-4
c1ccc2c3c(c(CN4CCCC4)cc2c1)COC3,i,i,-8,i,i,i,i,i,i,i,1
COc1cccc2cc(C(=O)N3CCCCC3C)c(=O)oc12 (stereo unspecified),i,i,-4,i,i,i,i,i,i,i,3
COC(=O)c1sc(NC(=S)NC(=O)c2ccccc2)nc1C,i,i,4,i,i,i,i,i,i,i,5

The list continues.
compound,TRPC6 inhibitor,TRPC6 act,HDAC3 inhib,RGS4 pot,MrgX1 allo act,RGS4 block,MrgX1 agonist,ANO1 activ,MrgX1 antag,TMEM16A inh,SKKanGAS inh
CN(C(=O)c1ccco1)c1ccccc1C(=O)O,i,i,-7,i,i,i,i,i,i,i,4
CCN(CC)CCNC(=O)CCCCCn1c(=O)[nH]c2cc(C(=O)OC)ccc2c1=O,i,i,-2,i,i,i,i,i,i,i,6
N#CCCN(Cc1ccccc1)C(=S)Nc1ccc(F)cc1,i,i,-12,i,i,i,i,i,i,i,-6
CN1CCN(c2ccc([N+](=O)[O-])cc2/C=N/NC(=O)c2cccc([N+](=O)[O-])c2)CC1,i,i,3,i,i,i,i,.,i,i,-2
Nc1cc(=O)[nH]c(SCCSc2ccccc2F)n1,i,i,4,i,i,i,i,i,i,i,-1
Nc1ccc(-n2ccnc2)cc1,i,i,-7,i,i,i,i,i,i,i,8
O=C(Oc1ccc(/C=N/Nc2ccccc2)cc1)c1ccccc1,i,i,14,i,i,i,i,i,i,i,12
CCN(CC(=O)NC(=O)NCc1ccco1)Cc1ccccc1,i,i,-14,i,i,i,i,i,i,i,-6
CCCn1c(CN(C)Cc2ccccc2)nc2c1c(=O)n(C)c(=O)n2C,i,i,1,i,i,i,i,i,i,i,3
CC(=O)Nc1cc(C)c2nc(NC(C)=O)sc2c1,i,i,-3,i,i,i,i,i,i,i,2
COc1ccc(NCc2nnc(SCC(=O)Nc3ccccc3OC)o2)cc1,i,i,2,i,i,i,i,i,i,i,0
NC(=O)C1CCN(CC(=O)Nc2ccccc2N2CCOCC2)CC1,i,i,2,i,i,i,i,i,i,i,-1
COc1ccc(-n2c(Cc3cccn3C)nnc2SCC(=O)Nc2ccc3c(c2)OCCO3)cc1,i,i,-7,i,i,i,i,i,i,i,-11
Cn1c(/C=C/c2ccc(Br)cc2)nc2ccccc2c1=O,i,i,.,i,i,i,i,i,i,i,8
CCOCCn1c(COc2ccc(C)cc2)nc2ccccc21,i,i,5,i,i,i,i,i,i,i,-19
